SMN2 splice up: enhancers of SMN2 splice variant expression; AID 1458; Potency, µM (doses to about 46.1 µM), without a hit: top-dose activity change, positive = activation, actives largely listed as activators; HEK293 SMN2-luciferase splicing reporter, luminescence, 30-36 h; hit rate 2.8% among 210,000; note: % of control where 0% means no effect; nearly all actives have a fitted effect of over 55% in size
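HEK293 cells carry an SMN2 minigene-luciferase reporter in which exon 7 inclusion puts luciferase in frame. Cells were seeded at 2000 cells/well, attached for 10-12 hours, then exposed to compounds for 30-36 hours at 37C before ONE-Glo luminescence.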
KinaseGlo FLuc: counter-screen: inhibitors of Kinase-Glo firefly luciferase. Kinase-Glo luciferase, ATP luminescence, 8 min. Potency, µM (highest dose often 38.3 µM), inactives show top-dose activity change, negative = inhibition, actives largely listed as inhibitors. hit rate 0.28% among 200,000; note: % is set by controls: 0 for no effect and ±100 for the full control effect; nearly all actives have a fitted effect of over 60% in size
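Compound is pinned into ATP-containing buffer (10 uM ATP, imidazole pH 7.2, 7 mM MgCl2). Kinase-Glo luciferase reagent is then added. Light output is recorded following an 8-min room-temperature incubation.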
RECQ1 helicase: RECQ1 (human) helicase inhibition; Potency, µM (doses to about 57.3 µM), for the others: top-dose activity, negative = inhibition, usual class: inhibitors; AID 2549; RECQ1 DNA unwinding, red fluorescence kinetic read; P46063; hit rate 0.54% among 240,000;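 note: plate controls were vehicle for no effect and no enzyme for full effect; nearly all actives have a fitted effect of over 30% in size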
Target sequence (P46063 whole entry, looked up): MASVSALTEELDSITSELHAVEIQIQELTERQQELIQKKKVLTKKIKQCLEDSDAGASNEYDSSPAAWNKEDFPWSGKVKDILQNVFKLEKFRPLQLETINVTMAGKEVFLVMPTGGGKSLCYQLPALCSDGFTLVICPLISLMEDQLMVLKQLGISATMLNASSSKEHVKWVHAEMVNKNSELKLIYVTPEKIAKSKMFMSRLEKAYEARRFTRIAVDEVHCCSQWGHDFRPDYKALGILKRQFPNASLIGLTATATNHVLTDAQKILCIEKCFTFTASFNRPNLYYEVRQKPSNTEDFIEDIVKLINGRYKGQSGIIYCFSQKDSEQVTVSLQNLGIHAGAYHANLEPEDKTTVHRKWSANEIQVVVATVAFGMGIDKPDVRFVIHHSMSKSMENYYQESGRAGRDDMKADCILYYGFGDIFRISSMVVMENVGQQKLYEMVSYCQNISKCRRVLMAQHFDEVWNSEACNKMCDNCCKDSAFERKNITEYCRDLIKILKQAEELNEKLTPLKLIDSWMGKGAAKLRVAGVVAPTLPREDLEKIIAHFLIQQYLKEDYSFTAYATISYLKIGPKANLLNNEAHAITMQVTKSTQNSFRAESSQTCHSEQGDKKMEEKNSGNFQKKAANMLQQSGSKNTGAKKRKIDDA
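RECQ1T1 50 nM; forked duplex (20 bp + 30-nt ss tails) 200 nM, ATP 2 mM final; pH 8.0, 2 mM MgCl2, 2.5 ug/ml poly(dI-dC); 15 min compound preincubation; discontinuous kinetic read over 2 h at RT.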
KDM4E inh: JMJD2E (human) inhibition; JMJD2E catalytic domain, FDH-coupled NADH fluorescence (FDH is formaldehyde dehydrogenase); Potency, µM (series often up to 57.1 µM), for the others: at the top dose activity change, negative = inhibition, most hits filed as inhibitors; hit rate 1.6% among 230,000; active = well fitted inhibition curve with a large enough effect, not every such curve was filed as active; inconclusive = small, poorly fitted or top-dose-only effect, or another doubt; inactive = no such curve, though single readings can be large or run the other way;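 note: 0% = wells with enzyme and -100% = buffer wells without enzyme; nearly all actives have a fitted effect of over 50% in size; many of its hits are not listed in these tables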
Target sequence (B2RXH2 1-337 limits assumed): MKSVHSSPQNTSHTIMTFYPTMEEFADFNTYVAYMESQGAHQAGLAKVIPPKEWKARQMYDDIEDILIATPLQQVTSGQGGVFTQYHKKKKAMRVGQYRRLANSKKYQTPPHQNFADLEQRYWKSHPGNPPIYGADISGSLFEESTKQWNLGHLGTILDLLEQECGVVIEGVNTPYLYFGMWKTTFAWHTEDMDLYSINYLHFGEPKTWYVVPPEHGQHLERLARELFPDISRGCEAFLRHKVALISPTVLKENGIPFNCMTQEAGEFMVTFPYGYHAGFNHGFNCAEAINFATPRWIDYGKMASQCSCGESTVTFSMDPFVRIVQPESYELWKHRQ
Tau fibril ThT: tau fibrillization inhibition (ThT binding); Potency, µM (highest dose often 57.4 µM), for the others: at the highest dose activity, negative = inhibition, hits mostly inhibitors; recombinant tau K18 P301L, heparin-induced fibrillization, ThT fluorescence; hit rate 2.1% among 270,000; note: % is set by controls: 0 for no effect and ±100 for the full control effect; nearly all actives have a fitted effect of over 55% in size
Target sequence (P10636 561-689 P618L limits assumed): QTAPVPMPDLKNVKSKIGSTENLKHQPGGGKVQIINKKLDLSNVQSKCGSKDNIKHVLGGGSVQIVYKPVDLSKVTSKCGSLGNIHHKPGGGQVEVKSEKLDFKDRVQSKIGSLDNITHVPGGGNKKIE
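ThT emission at 510 nm, taken 1 hr after adding 30 uM dye, quantifies aggregates formed when 20 uM heparin acts on human tau K18 P301L for 6 hr at 37 C.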
L3MBTL1 block: L3MBTL1 (human) inhibition; AlphaScreen L3MBTL1–H3K9me1 peptide binding; Potency, µM (highest dose often 57.1 µM), inactives show at the highest dose activity, negative = inhibition, usual class: inhibitors; Q9Y468; AID 485360; hit rate 0.66% among 230,000; note: % is set by controls: 0 for no effect and ±100 for the full control effect; nearly all actives have a fitted effect of over 60% in size
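Read-out is AlphaScreen signal from streptavidin donor and nickel chelate acceptor beads (10 ug/mL final each) bridging L3MBTL1 (50 nM) and biotinylated K9-monomethylated H3(1-15) peptide (75 nM), after 30 min compound exposure at room temperature.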
Lamin A splicing: modulators of lamin A splicing; Potency, µM (doses to about 46.1 µM), for the others: at the top dose ratio change, negative = inhibition, most hits filed as inhibitors; HeLa LMNA splicing GFP/RFP minigene ratio, 48 h; hit rate 0.01% among 200,000; active = well fitted inhibition curve with a large enough effect in the signal ratio, with a control signal flat, not every such curve was filed as active; inconclusive = small, poorly fitted or top-dose-only effect, or effect the other way, or a change in a side signal; the % refers to the signal ratio; note: % is set by controls: 0 for no effect and ±100 for the full control effect
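Read-out is the ratio of GFP to DsRed2 object intensity, acquired by 488 nm laser-scanning cytometry on HeLa lamin A-EGFP minigene reporter cells. Compound incubation 48 hrs at 37 °C in Opti-MEM with 2% FBS; DMSO 0.5% final.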
ALDH1A1 block: inhibitors of human aldehyde dehydrogenase 1A1; P00352; Purified ALDH1A1, NADH fluorescence, propionaldehyde substrate; Potency, µM (titrated, usually from 75.3 µM), for the others: at the top dose activity, negative = inhibition, usual class: inhibitors; hit rate 7.3% among 220,000; active = well fitted inhibition curve with a large enough effect, not every such curve was filed as active; inconclusive = small, poorly fitted or top-dose-only effect, or another doubt; inactive = no such curve, though single readings can be large or run the other way;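 note: plate controls were no enzyme wells and a reference inhibitor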
The depositor's hits bear a star; [ ] = remark or other dose. Unless noted, calls come from the whole dose curve; as a rule, active = well fitted curve in the direction sought with a large enough effect; inconclusive = small, poorly fitted or top-dose-only effect, or another doubt; inactive = no such curve, though single readings can be large; an effect the other way counts as inactive or inconclusive. Potency is the fitted concentration of half-maximal effect. Not all compounds are listed; count on the stated rates, not on these rows.

`CCOC(=O)c1c(Nc2ccccc2OCCOC)n[nH]c1C` gave RECQ1 helicase -7%, KDM4E inh 2%, Tau fibril ThT -13% and L3MBTL1 block -9%.
Screening N#Cc1nc(COc2ccccc2Cl)oc1NCc1ccc(F)cc1 returned SMN2 splice up -13%, KinaseGlo FLuc -3%, RECQ1 helicase -5%, KDM4E inh -11%, Tau fibril ThT -9%, L3MBTL1 block -13%, Lamin A splicing inconclusive and ALDH1A1 block -7%.
For Cc1ccc(/C=N/N2CCN(c3ccccc3)CC2)cc1 the results were SMN2 splice up inconclusive, KinaseGlo FLuc -2%, RECQ1 helicase inactive, KDM4E inh 2%, Tau fibril ThT inconclusive, L3MBTL1 block 6% and ALDH1A1 block -2%.
`Cc1ccc(S(=O)(=O)CCSc2n[nH]c(=O)n2-c2ccc3c(c2)OCCO3)cc1` gave RECQ1 helicase 16%, KDM4E inh 5%, Tau fibril ThT 12% and L3MBTL1 block 6%.
`O=c1sc2ccccc2c(N2CCCC2)c1[N+](=O)[O-]` gave SMN2 splice up -1%, KinaseGlo FLuc 0%, RECQ1 helicase 0%, KDM4E inh -4%, Tau fibril ThT -15%, L3MBTL1 block 5%, Lamin A splicing inconclusive and ALDH1A1 block -8%.
CCc1ccc2c(Cl)c(C(=O)N/N=C/c3c[nH]c4ccccc34)sc2c1 was read as SMN2 splice up -13%, KinaseGlo FLuc -3%, RECQ1 helicase -5%, KDM4E inh -9%, Tau fibril ThT 10µM*, L3MBTL1 block -16%, Lamin A splicing inconclusive and ALDH1A1 block 13µM*.
`COc1ccc(-c2cc(C(F)(F)F)nc(SCC(=O)Nc3cc(C)on3)n2)cc1` gave KinaseGlo FLuc -2%, RECQ1 helicase inactive, KDM4E inh inconclusive, Tau fibril ThT 5%, L3MBTL1 block inconclusive, Lamin A splicing inconclusive and ALDH1A1 block inconclusive.
Screening CCOC(=O)NC(NCc1ccccc1Cl)(C(F)(F)F)C(F)(F)F returned SMN2 splice up -4%, KinaseGlo FLuc -1%, RECQ1 helicase inactive, KDM4E inh 2%, Tau fibril ThT -13%, Lamin A splicing -15% and ALDH1A1 block inconclusive.
For O=C(CNC(=S)N(CCCN1CCOCC1)Cc1cccs1)N1CCCC1 the results were SMN2 splice up 15%, KinaseGlo FLuc -1%, RECQ1 helicase inactive, KDM4E inh -2%, Tau fibril ThT 4%, L3MBTL1 block 22%, Lamin A splicing 9%[46 µM] and ALDH1A1 block 5%.
Screening CCc1ccc(CC2S/C(=C(\C#N)C(C)=O)NC2=O)cc1 (configuration not stated) returned SMN2 splice up 11µM*, KinaseGlo FLuc 1%, RECQ1 helicase -16%, KDM4E inh -16%, Tau fibril ThT -1%, L3MBTL1 block 40%[activator], Lamin A splicing inconclusive and ALDH1A1 block -15%.
Screening Cc1ccc(Nc2nc(-c3cccs3)cs2)nc1 returned SMN2 splice up 1.4µM*, KinaseGlo FLuc -9%, RECQ1 helicase -3%, KDM4E inh inconclusive, Tau fibril ThT 16µM*, L3MBTL1 block -6%[11.4 µM], Lamin A splicing -44%[46 µM] and ALDH1A1 block inconclusive.
COc1cc(C(=S)N2CCOCC2)ccc1OC(=O)c1cc([N+](=O)[O-])cc([N+](=O)[O-])c1 was read as SMN2 splice up 15%, KinaseGlo FLuc -1%, RECQ1 helicase -6%, KDM4E inh -4%, Tau fibril ThT inconclusive, L3MBTL1 block 16%, Lamin A splicing -6% and ALDH1A1 block inconclusive.
Screening O=C(c1cccc(F)c1)N1CCN(S(=O)(=O)c2ccccc2)CC1 returned SMN2 splice up -9%, KinaseGlo FLuc -7%, RECQ1 helicase -1%, KDM4E inh 11%, Tau fibril ThT 1%, L3MBTL1 block 5%, Lamin A splicing -6% and ALDH1A1 block 0%.
`O=C(CCN1CCCCC1)Nn1c(=S)[nH]c2ccccc2c1=O` gave SMN2 splice up inconclusive, KinaseGlo FLuc -2%, RECQ1 helicase -11%, KDM4E inh -4%, Tau fibril ThT -1%, L3MBTL1 block 14%, Lamin A splicing 3% and ALDH1A1 block -13%.
For O=S(=O)(NCc1ccco1)c1cnc(Cl)c(Cl)c1 the results were RECQ1 helicase -10%, KDM4E inh -11%, Tau fibril ThT -3% and L3MBTL1 block -10%.
Screening O=S(=O)(NC1CCCCC1Sc1ncccn1)c1ccccc1 (configuration not stated) returned SMN2 splice up 1%, KinaseGlo FLuc -3%, RECQ1 helicase -10%, KDM4E inh 8%, Tau fibril ThT 0%, L3MBTL1 block 8%, Lamin A splicing -6% and ALDH1A1 block inconclusive.
Screening O=C(Nc1cccc(NC(=O)c2ccc(-c3ccc(Br)cc3)o2)c1)c1ccccc1 returned SMN2 splice up 4%, KinaseGlo FLuc 0%, RECQ1 helicase -16%, KDM4E inh -30%, Tau fibril ThT -17%, Lamin A splicing 5% and ALDH1A1 block inconclusive.
Screening C/C(=N\NC(=O)CCCNc1ccc(C)cc1)c1ccccn1 returned SMN2 splice up -90%[inhibitor], KinaseGlo FLuc -2%, RECQ1 helicase -3%, KDM4E inh inconclusive, Tau fibril ThT -1%, L3MBTL1 block -18%, Lamin A splicing inconclusive and ALDH1A1 block 0%.
For O=C(NCCSc1ccccc1)c1cccnc1 the results were SMN2 splice up inconclusive, KinaseGlo FLuc 5%, RECQ1 helicase 10%, KDM4E inh 2%, Tau fibril ThT 1%, L3MBTL1 block -3%, Lamin A splicing 4% and ALDH1A1 block inconclusive.
O=C1C2C3C=CC(C3=C(c3ccccc3)c3ccccc3)C2C(=O)N1CCO (configuration not stated) was read as SMN2 splice up 3%, KinaseGlo FLuc -3%, RECQ1 helicase -12%, KDM4E inh 4%, Tau fibril ThT inconclusive, Lamin A splicing 0% and ALDH1A1 block inconclusive.

The closing 2 entries of the part before are carried over, then new ones follow.
For O=C(NCCSc1ccccc1)c1cccnc1 the results were SMN2 splice up inconclusive, KinaseGlo FLuc 5%, RECQ1 helicase 10%, KDM4E inh 2%, Tau fibril ThT 1%, L3MBTL1 block -3%, Lamin A splicing 4% and ALDH1A1 block inconclusive.
O=C1C2C3C=CC(C3=C(c3ccccc3)c3ccccc3)C2C(=O)N1CCO (configuration not stated) was read as SMN2 splice up 3%, KinaseGlo FLuc -3%, RECQ1 helicase -12%, KDM4E inh 4%, Tau fibril ThT inconclusive, Lamin A splicing 0% and ALDH1A1 block inconclusive.
C/C(=N\Nc1nc(N2CCCCC2)nc(N2CCOCC2)n1)c1ccccc1O was read as KinaseGlo FLuc -1%, RECQ1 helicase inactive, KDM4E inh -1%, Tau fibril ThT -17%, L3MBTL1 block -8% and ALDH1A1 block 1%.
Screening O=C1CCc2ccccc2N1 returned RECQ1 helicase 5%, KDM4E inh -3%, Tau fibril ThT 3% and L3MBTL1 block -2%.
For O=C(NCc1csc2ccc(Cl)cc12)Nc1cccc2ccccc12 the results were RECQ1 helicase -5%, KDM4E inh 2%, Tau fibril ThT -11%, L3MBTL1 block 3%, Lamin A splicing -2%[46 µM] and ALDH1A1 block 3%.
O=C(O)C(NS(=O)(=O)c1cccc2nsnc12)c1ccccc1 (configuration not stated) was read as RECQ1 helicase -6%, KDM4E inh -1%, Tau fibril ThT -2% and L3MBTL1 block 0%.
Screening COCCN(C(=O)CCCC(=O)Nc1ccccn1)C(C(=O)NC1CCCCC1)c1ccc(C)cc1 (configuration not stated) returned RECQ1 helicase -9%, KDM4E inh -8%, Tau fibril ThT 0%, L3MBTL1 block -8%, Lamin A splicing -1% and ALDH1A1 block 3%.
`Cc1cccc(-c2cc3nc4c(c(N5CCCC(O)C5)n3n2)CCC4)c1` (configuration not stated) gave SMN2 splice up -22%, KinaseGlo FLuc 0%, RECQ1 helicase -3%, KDM4E inh inconclusive, Tau fibril ThT inconclusive, L3MBTL1 block 1%, Lamin A splicing inconclusive and ALDH1A1 block -7%.
`CCOc1ccccc1N(CC(=O)NC1CCCCC1)S(C)(=O)=O` gave SMN2 splice up -2%, KinaseGlo FLuc -3%, RECQ1 helicase -1%, KDM4E inh 3%, Tau fibril ThT 25%, L3MBTL1 block 28%, Lamin A splicing 9% and ALDH1A1 block -3%.
Screening Cc1ccc(N=Nc2c(O)ccc3n[nH]nc23)cc1 returned RECQ1 helicase -6%, KDM4E inh -2%, Tau fibril ThT 3.5µM*, L3MBTL1 block -9%, Lamin A splicing inconclusive and ALDH1A1 block inconclusive.
Screening COc1ccc(NS(=O)(=O)c2cccc(NC(=O)c3ccccn3)c2)cc1 returned RECQ1 helicase -19%, KDM4E inh 11%, Tau fibril ThT -17%, L3MBTL1 block 4%, Lamin A splicing inconclusive and ALDH1A1 block -11%.
For Cc1cc(C(=O)CSc2nncn2C)c(C)n1-c1ccccc1 the results were SMN2 splice up 11µM*, KinaseGlo FLuc -3%, RECQ1 helicase -2%, KDM4E inh 8%, Tau fibril ThT -3%, L3MBTL1 block -15% and ALDH1A1 block 10%.
CC(=O)Nc1ccc(N2C(=O)C3C4CC(=O)C(c5ccccc54)C3C2=O)cc1 (configuration not stated) was read as SMN2 splice up 11%, KinaseGlo FLuc 9%, RECQ1 helicase 1%, KDM4E inh 0%, Tau fibril ThT -20%, L3MBTL1 block 0%, Lamin A splicing -6% and ALDH1A1 block -2%.
Screening Cc1ccc2c(c1)c1ncnc(N3CCC4(CC3)OCCO4)c1n2C returned SMN2 splice up inconclusive, KinaseGlo FLuc 3%, RECQ1 helicase 1%, KDM4E inh inconclusive, Tau fibril ThT inconclusive, L3MBTL1 block 7%, Lamin A splicing -1% and ALDH1A1 block inconclusive.
Screening Nc1c2c(nc3c1CCC3)CCCC2 returned RECQ1 helicase 9%, KDM4E inh 7%, Tau fibril ThT -5% and Lamin A splicing -8%[46 µM].
Screening O=C(OCC(=O)N1CCN(c2ccccc2)CC1)c1ccc2ccccc2n1 returned SMN2 splice up -27%, KinaseGlo FLuc -5%, RECQ1 helicase 0%, KDM4E inh 0%, Tau fibril ThT inconclusive, L3MBTL1 block 6%, Lamin A splicing 2% and ALDH1A1 block 8.9µM*.
CC1(C)Cc2ccccc2C(N/N=C/c2ccc([N+](=O)[O-])cc2)=N1 was read as SMN2 splice up -21%, KinaseGlo FLuc -1%, RECQ1 helicase inactive, KDM4E inh 4%, Tau fibril ThT inconclusive, Lamin A splicing inconclusive and ALDH1A1 block 10%.
